DUSP3 inh = VHR1 (DUSP3) phosphatase inhibition | inhibition, % at 20 µM | AID 1992 | 0.7% of 50,000 active | recombinant VHR phosphatase, colorimetric substrate read-out; in the data active = inhibition above about 60%; also: some results filed as inactive read as strong as hits
Target sequence (P51452 whole entry, looked up): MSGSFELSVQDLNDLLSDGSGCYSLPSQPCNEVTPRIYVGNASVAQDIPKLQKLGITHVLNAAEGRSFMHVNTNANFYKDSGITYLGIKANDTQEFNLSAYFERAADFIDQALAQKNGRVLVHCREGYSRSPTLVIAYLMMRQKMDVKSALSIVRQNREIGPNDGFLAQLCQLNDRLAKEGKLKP
Active calls of the source: *; & = joins results of further samples. A portion of the library (hit frequency here may not be typical).

Molecule,DUSP3 inh
C/C(=N\N=C1\NC(=O)C(CC(=O)Nc2ccc(C(=O)O)cc2)S1)c1ccc([N+](=O)[O-])cc1 (stereo not drawn),-6
CC(NC(=O)C(=O)NCCN1CCN(C(=O)c2ccco2)CC1)c1ccccc1 (stereo not drawn),-8
Cc1cccc(OCc2nc3cc(Cl)ccc3c(=O)o2)c1,-4
CCC(C)NC(=O)CN(c1ccc(Br)cc1)S(C)(=O)=O (stereo not drawn),-19
FC(F)(F)c1cc(-c2ccccc2)nc2ncnn12,-9
Cc1ccc(NC(=O)C2CC(=O)N(c3cc(C)ccc3C)C2)cc1 (stereo not drawn),-1
CCCCNc1ncnc2sc3c(c12)CCCC3,-22
COc1ccccc1N1CCN(/N=C\c2ccccn2)CC1,18
CCOC(=O)C1=C(C)N=c2s/c(=C/c3ccc(F)cc3)c(=O)n2C1c1cccc([N+](=O)[O-])c1 (stereo not drawn),-1
Cc1ccc(S(=O)(=O)N2CC(=O)Nc3ccccc32)cc1,-3
Cc1cc(/C=N/NC(N)=S)c(C)n1-c1ccc(Br)cc1,7
Cc1cccc(OCC(=O)Nc2cccc(Br)c2)c1C,-3
CC1=CC(C)(C)Nc2ccc(OC(=O)CN3C(=O)c4ccccc4C3=O)cc21,-15
Cc1cccc(OCC(=O)Nc2ccccc2C(F)(F)F)c1,-22
CCOC(=O)c1c(NC(C)=O)sc(C)c1-c1ccccc1,-4
O=C(/C=C/Nc1cccc(O)c1)c1ccc(Br)cc1,-6
COc1ccc(N(CC(=O)Nc2cccc(Br)c2)S(=O)(=O)c2ccc(C)cc2)c(OC)c1,-2
O=C(Nc1cccc([N+](=O)[O-])c1)c1ccc2c(c1)C(=O)N(N1C(=O)c3ccccc3C1=O)C2=O,-2
N#C/C(=C\Nc1ccccc1)c1nc(-c2ccccc2)cs1,-24
Cc1cc(C=C2C(=O)NC(=O)NC2=O)c(-c2ccccc2)n1-c1ccccc1,4
CCOC(=O)C1=C(c2ccccc2)N=c2s/c(=C\c3ccc(OCC(N)=O)cc3)c(=O)n2C1c1cc(OC)ccc1OC (stereo not drawn),3
CC(=O)Oc1ccc(-c2cccc(C(=O)O)c2)cc1,-1&-2
CCCCCCNC(=O)C(NC(=O)c1ccccc1)C12CC3CC(CC(C3)C1)C2 (stereo not drawn),-2
COc1cccc(OC)c1C(=O)Nc1cccc(C(=O)Nc2ccccc2C(=O)O)c1,-38
NCCCCNc1ccc([N+](=O)[O-])cc1,-30
NC(=O)c1ccc(C(=O)N(C2CCCCC2)C2CCCCC2)cc1,-4
N#Cc1sc2nc(C3CC3)cc(-c3ccccc3)c2c1N,39
CC(=O)CCc1oc2ccccc2c1-c1ccc(C)o1,8
CC(Sc1ccc(Cl)cc1)C(=O)Nc1ccc(S(=O)(=O)N2CCOCC2)cc1 (stereo not drawn),4
CC1(C)Cc2c(sc3nc(NN)n(-c4ccccc4)c(=O)c23)CO1,-1
COc1cccc(C2NC(=O)NC(C)=C2C(=O)Nc2cccc(Cl)c2)c1 (stereo not drawn),22
COc1ccc(C(O)c2nc3ccccc3s2)cc1 (stereo not drawn),-4
Cc1ccc(N=Nc2cc(-c3ccccc3)sc2O)c(C)c1,2
Clc1ccc(Cl)c(-c2nnc(-c3ccc4c(c3)OCO4)o2)c1,-12
O=C(N/N=C/c1cccs1)c1cc(C2CC2)[nH]n1,4
COc1ccc(C)cc1NC(=O)c1cc(Cl)ccc1OC,2
COC(=O)c1cc(-c2cccc([N+](=O)[O-])c2)nc2ccccc12,-11
O=C(Nc1ncc(S(=O)(=O)c2ccc([N+](=O)[O-])cc2)s1)c1ccccc1Cl,6
O=C(Nc1ccc([N+](=O)[O-])c(NC(=O)c2ccccc2F)c1)c1ccccc1F,-6
COc1cccc(OC)c1C(=O)Nc1ncn[nH]1,-42
C(/C=C/c1ccco1)=N/N1CCN(c2ccccc2)CC1,41
CCCN(CCC)C(=O)c1ccccc1Br,-1
O=C(Nc1cccc(-c2nc3ncccc3o2)c1)c1ccc(Br)o1,12
O=C(Nc1ccccc1F)c1ccccc1[N+](=O)[O-],19
CCOC(=O)c1ccc(NC(=O)CCN2C(=O)S/C(=C/c3ccc(OC)c(OC)c3)C2=O)cc1,-7
CCCC(C(=O)O)N1C(=O)/C(=C/c2cccc(O)c2)SC1=S (stereo not drawn),-13
C=CCN1C(=O)/C(=C\c2ccc(N(C)C)c(Br)c2)C(=O)NC1=S,18
CCn1c(SCC(=O)c2ccccc2)nc2sc3c(c2c1=O)CC(C)(C)OC3,-7
O=C(NC(=S)Nc1cccc(Cl)c1)c1ccco1,-10
COc1cc(NC(=O)COc2ccc([N+](=O)[O-])cc2)ccc1NC(=O)c1ccco1,-20

The final 6 compounds of the section above are carried over, then new ones follow:
Molecule,DUSP3 inh
CCOC(=O)c1ccc(NC(=O)CCN2C(=O)S/C(=C/c3ccc(OC)c(OC)c3)C2=O)cc1,-7
CCCC(C(=O)O)N1C(=O)/C(=C/c2cccc(O)c2)SC1=S (stereo not drawn),-13
C=CCN1C(=O)/C(=C\c2ccc(N(C)C)c(Br)c2)C(=O)NC1=S,18
CCn1c(SCC(=O)c2ccccc2)nc2sc3c(c2c1=O)CC(C)(C)OC3,-7
O=C(NC(=S)Nc1cccc(Cl)c1)c1ccco1,-10
COc1cc(NC(=O)COc2ccc([N+](=O)[O-])cc2)ccc1NC(=O)c1ccco1,-20
COc1ccc(Cl)cc1NC(=O)c1c(O)c2ccccc2n(CC(C)C)c1=O,-8
COc1ccc(CC(=O)NC(C)C2COc3ccccc3O2)cc1OC (stereo not drawn),87
COc1ccccc1N1CCN(/N=C\c2ccc(Cl)cc2Cl)CC1,-3
CCOC(=O)c1ccc(N2C(=O)CC(Sc3nc4ccc(OCC)cc4s3)C2=O)cc1 (stereo not drawn),-5
O=C(Cc1cccc2ccccc12)Nc1ccc2c(c1)OCCO2,-10
COc1ccccc1C(=O)Nc1cc(-c2nc3cc(Cl)ccc3o2)ccc1C,0
O=C(N/N=C/c1ccccc1F)c1cc(Br)ccc1O,3
CC(C)c1ccccc1OCCCN1CCOCC1,4
COc1cccc(C2Nc3cc(C)c(C)cc3NC3=C2C(=O)CC(C)(C)C3)c1OC (stereo not drawn),6
C(=N\c1nc2ccccc2n1CCN1CCCCC1)/c1ccc2c(c1)OCO2,-53
COc1ccc(NS(=O)(=O)c2cc(C(=O)Nc3ccccc3C)ccc2C)cc1,14
NC(=O)C1CCN(C(=O)CCc2ccccc2)CC1,-14
O=C(Nc1ccc(F)cc1)c1ccccc1,0
O=C(NN1C(=O)C2CCCCC2C1=O)c1ccc(O)cc1 (stereo not drawn),-40
CCOC(=O)c1c(-c2ccc(Br)cc2)csc1NC(=O)c1ccco1,-14
CCOc1ccc(C(=O)Nc2cc(-c3nc4ccccc4o3)ccc2OC)cc1Br,4
CCOC(=O)C(=O)Nc1ccccc1C(=O)Nc1ccccc1Br,5
CC(CN1CCOCC1)C(=O)c1ccccc1 (stereo not drawn),-18
COC(=O)COc1ccc(/C=C2\C(=O)NC(=S)N(c3ccc(C)cc3)C2=O)cc1OC,40
CC(=O)Nc1ccc(NS(=O)(=O)c2cc(Cl)ccc2Cl)cc1,-2
CCOC(=O)C1=C(N)OC2=C(C(=O)CC(C)(C)C2)C1c1ccc(Cl)cc1Cl (stereo not drawn),0
Cc1ccc(NC(=O)COc2ccc(Br)cc2)c(C)c1,-3
Cc1ccc(C2C3=C(Nc4c2c(=O)[nH]c(=O)n4C)c2ccccc2C3=O)cc1 (stereo not drawn),0
COc1ccccc1C(=O)N/C(=C\c1ccc(Br)cc1)C(=O)N1CCCCC1,-12
CC(C)C(C(=O)O)N1C(=O)/C(=C/c2ccccc2Cl)SC1=S (stereo not drawn),-19
O=C(Cc1ccc(Cl)cc1)NNC(=O)c1ccccn1,-6
O=C(O)c1ccccc1NC1=C(Cl)C(=O)N(c2ccccc2Cl)C1=O,-18
O=C(COc1ccc(Cl)cc1)Nc1ccccc1[N+](=O)[O-],15
O=C(/C=C/c1ccc(F)cc1)N1CCN(CCN2C(=O)c3cccc4cccc(c34)C2=O)CC1,-22
CCCOc1cccc(NC(=O)c2cc(C)oc2C)c1,-14
COc1cc(/C=C2\C(=O)NC(=O)N(c3cc(C)cc(C)c3)C2=O)c(Br)cc1O,-14
C=CCNC(=S)NC(=O)/C=C/c1ccccc1,-7
COc1ccc2oc(C(Cl)(Cl)Cl)cc(=O)c2c1,7
Cc1ccc(N=Cc2ccc(C)o2)c(O)c1,21
CC(C)(C)C1=C/C(=C\c2ccccc2)C(C(C)(C)C)=C(O)C1=O,79
Cn1c2ccccc2n2cc(-c3ccc([N+](=O)[O-])cc3)nc12,-34
Cc1ccc(Cl)cc1NC1=CC(=O)CC(C)(C)C1,-13
COc1ccc(C(=O)CSc2nnc(Sc3nc4ccccc4[nH]3)o2)cc1,-20
COc1ccc(N(CC(=O)NCc2ccco2)S(=O)(=O)c2ccccc2)cc1,1
C(=N/N1CCN(C(c2ccccc2)c2ccccc2)CC1)/c1ccccc1,-4
CCOc1ccc(C(O)Cc2nc3ccccc3n2C)cc1 (stereo not drawn),2
COC(=O)c1ccc(NC(=S)NC(=O)c2ccc(OC)cc2)cc1,-6
Cc1cc(NC(=O)c2ccc(C(=O)Nc3cc(C)c(O)c(C)c3)cc2)cc(C)c1O,-8
CCOS(=O)(=O)/C=C/c1ccccc1,3
COc1cc(OC)cc(C(=O)Nc2ccc(C)c(C)c2)c1,-6
O=C1Nc2ccc(Br)cc2C(c2ccccc2Cl)=N/C1=C/c1ccoc1,32
Brc1ccc(-c2noc(-c3ccc(-c4ccccc4)cc3)n2)cc1,-4
Cc1cc(NC(=O)c2ccc(-c3cccc([N+](=O)[O-])c3)o2)ccc1NC(=O)c1ccco1,-17
COc1cc(/C=C(/C#N)C(=O)Nc2cccc(Br)c2)cc(Cl)c1O,-2
O=[N+]([O-])c1ccc(C2Nc3c(cccc3C(F)(F)F)C3C=CCC32)cc1 (stereo not drawn),25

(cont.)
Molecule,DUSP3 inh
O=C(c1ccc(-c2ccc(Cl)cc2)o1)N1CCN(c2ccc([N+](=O)[O-])cc2Cl)CC1,-1
c1ccc(-c2nnc(-c3ccccc3)c3nsnc23)cc1,7
O=C(COc1ccccc1Cl)Nc1ccc(Br)cc1C(=O)O,-3
CCOC(=O)C1=C(O)/C(=C/c2cccc(Br)c2)SC1=Nc1ccc([N+](=O)[O-])cc1,4
CCCOc1ccc(N2C(=O)CC(N3CCN(C(=O)OCC)CC3)C2=O)cc1 (stereo not drawn),-31
CCOc1ccc(/C=C2/C(=O)NC(=O)N(c3ccc(C)cc3)C2=O)cc1,2
Cc1ccc(S(=O)(=O)Nc2ccc(NS(=O)(=O)c3ccc(C)cc3C)cc2)c(C)c1,-35
CCOC(=O)C1=CN(c2ccc(C)cc2)C=C(C(=O)OCC)C1c1ccccc1OC,-7
O=C1NC2=C(C(=O)c3ccccc32)C(c2ccccc2)N1 (stereo not drawn),-4
CCOC(=O)CCP(=O)(CC)CC,-11
COc1ccc(NC(=O)CCCOc2ccccc2)c(OC)c1,-8
O=C(Nc1cccc(Br)c1)c1cc([N+](=O)[O-])ccc1Cl,-21
O=C(NCCCCOc1ccccc1)C(O)(c1ccccc1)c1ccccc1,-33
CCC(=O)Oc1ccc2c(C)c(CC)c(=O)oc2c1,-6
CCCCOc1ccc(C(=O)NC(C)c2ccc(OC)cc2)cc1 (stereo not drawn),9
CN(c1ccc(C(=O)N2CCN(c3ccccc3)CC2)cc1)S(=O)(=O)c1ccccc1,1
Cc1ccccc1N1C(=O)C(O)=C(C(=O)/C=C/c2ccccc2)C1c1ccc(Br)cc1 (stereo not drawn),0
Cc1nc2ccccn2c(=O)c1[N+](=O)[O-],4
CCOC(=O)c1c(-c2ccccc2)csc1NC(=O)c1sc2cc(F)ccc2c1Cl,-14
O=C(CSC1CC(=O)N(c2ccc(F)cc2)C1=O)Nc1ccc2ccccc2c1 (stereo not drawn),-6
COc1ccc(CNC(=O)CN(c2ccccc2)S(=O)(=O)c2ccccc2[N+](=O)[O-])cc1,-20
C=CCn1c(O)c(C=NCC2(C)CC(O)CC(C)(C)C2)c(=O)[nH]c1=S (stereo not drawn),4
C/C(=N\NC(=O)c1cccc(Br)c1)c1cccnc1,-29
Brc1ccccc1OCCCn1ccnc1,-22
CCOc1ccccc1OCCCCN1CCCCC1,3
COc1ccc(-c2nnnn2C)cc1S(=O)(=O)Nc1ccc(Br)cc1,-5
C=CCOC(=O)C1=C(C)N(CC)C(=O)NC1c1ccc([N+](=O)[O-])cc1 (stereo not drawn),9
CC(C)Oc1ccc(C(=O)Nc2cccc3c2C(=O)c2ccccc2C3=O)cc1,-16
Cc1ccc(OCC(=O)Nc2sc3c(c2C#N)CCCC3)cc1,1
CCOc1nc(-c2ccccc2)c2cc(Br)ccc2n1,17
O=C1CCN(C(=O)c2ccccc2)c2cc3ccccc3cc21,-1
CCc1ccccc1NC(=O)CN(c1ccc(Oc2ccccc2)cc1)S(C)(=O)=O,3
COc1ccc(S(=O)(=O)N(CC(=O)Nc2ccc(C)c(C)c2)c2ccc(C)cc2)cc1OC,12
OC1(C#Cc2ccccc2)CCN(Cc2ccccc2)CC1,7
O=C(N/N=C1\CCc2ccccc21)c1ccncc1,-2
COc1ccc(NC2(c3ccccc3)C(=O)c3c(Cl)c(Cl)c(Cl)c(Cl)c3C2=O)cc1,-20
O=C1NC(=O)N(c2ccccc2)C(=O)/C1=C\c1ccc(OCCOc2ccccc2)cc1,2

Source: PubChem (Sanford-Burnham Center for Chemical Genomics)
